Dengue-2 NS5 capping: flavivirus cap methylation enzyme inhibition – biochemical, confirmation dose response, primary screen (AID 588689); Dengue-2 NS5 methyltransferase capping enzyme assay, biochemical; higher % means a stronger effect; one-dose inhibition, % at 25 µM; IC50 in µM for titrated hits; hit rate 0.3% among 340,000; in the data active = a potency from the dose series; inconclusive = inhibition above about 29% without an active follow-up result
RSV CPE inhibition: RSV antiviral activity via CPE protection, HEp-2 cells, primary 10 µM value included (AID 2391); HEp-2 cells, RSV-induced CPE inhibition; higher % means a stronger effect; CPE inhibition, % at 10 µM, or IC50 in µM where a hit was titrated; hit rate 0.13% among 310,000; in the data active = a potency from the dose series; inconclusive = CPE inhibition mostly from about 23% at the one dose, without a potency; inactive = the rest, 99 in 100 with CPE inhibition below about 21%; also: strong numbers were not always called active
MgcRacGAP inhibition: MgcRacGAP GTPase-activating activity inhibitors, confirmation, biochemical, ADP Hunter fluorescence. one-dose inhibition, % at 30 µM; IC50 in µM for titrated hits. MgcRacGAP-stimulated Rac1 GTP hydrolysis, ADP Hunter fluorescence; higher % means a stronger effect; GST-tagged Rac1 F28L mutant substrate. hit rate 0.6% among 340,000;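 active = first-screen hits whose inhibition reached a set limit at any dose in the follow-up dose series; inconclusive = inhibition above the set first-screen limit but never retested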;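 also: fluorescence reports GDP produced by GAP-driven GTP hydrolysis; strong numbers were not always called active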
An asterisk follows results filed as active; ? = inconclusive.

SMILES	Dengue-2 NS5 capping	RSV CPE inhibition	MgcRacGAP inhibition
COc1cc(NCC(=O)Nc2cccc(S(=O)(=O)N3CCCCC3)c2)cc(OC)c1OC	2.9%	2.6%	0.8%
Cc1occc1-c1nnc(SCC(=O)NC2CCC(C)CC2)o1 (stereo not given)	-4.8%	-1.3%	4.5%
CCOc1ccc(CN(C)C(=O)CCc2ccc(S(=O)(=O)N3CCCCCC3)cc2)cc1	-12.4%	3.2%	-10.6%
CC(OC(=O)CN1C(=O)NC2(CCCCC2C)C1=O)c1ccccc1 (stereo not given)	2.2%	0.3%	8.7%
O=C(COC(=O)c1ccc(S(=O)(=O)C(F)F)cc1)Nc1ccccc1C(=O)NC1CC1	1.6%	2.3%	5.5%
CC(=O)Nc1ccc(S(=O)(=O)N[C@@H](C)C(=O)N(C)Cc2cccs2)cc1	-7.7%	1.4%	6.8%
COc1ccc(S(=O)(=O)N2CCOCC2)cc1NC(=O)Cc1c(F)cccc1Cl	-5.6%	0.7%	-0.6%
COc1ccc(OC)c(/C=C/C(=O)OCC(=O)NCc2ccco2)c1	4.4%	-0.1%	0.4%
COC(=O)c1ccccc1NC(=O)c1ccc2c(c1)C(=O)N(Cc1ccco1)C2=O	-1.1%	0.0%	11.4%
COc1ccc2cc(C(=O)NCc3ccccc3CN3CCCC3)ccc2c1	-7.3%	-1.4%	6.3%
CCOc1ccc(NC(=O)CN(C)C(=O)C2CCN(C(=O)c3ccc(Cl)cc3)CC2)cc1OCC	-9.6%	2.2%	-1.7%
CCOc1ccc(S(=O)(=O)NCCC(=O)NCC2CCCO2)cc1 (stereo not given)	7.7%	0.9%	1.9%
CC(=O)c1cccc(NC(=O)CN2C(=O)C(=O)N(Cc3ccco3)C2=O)c1	-5.2%	0.9%	7.6%
O=C(Nc1ccc(Cl)c(S(=O)(=O)N2CCOCC2)c1)c1n[nH]c(=O)c2ccccc12	-11.4%	3.7%	2.4%
O=C(COC(=O)c1ccc(S(=O)(=O)N2CCCC2)cc1)Nc1cccc(Br)c1	0.8%	0.7%	1.5%
O=[N+]([O-])c1ccccc1S(=O)(=O)N1CCSCC1	2.6%	0.8%	6.6%
O=C1C=C(c2ccccc2)C[C@@H](c2ccc(Cl)cc2)C1	-1.6%	-0.1%	-8.1%
Cc1ccc(CNC(=O)c2cccc3c2C(=O)c2ccc(N4CCC(C)CC4)cc2S3(=O)=O)cc1	?	1.0%	9.4%
O=C(CN1CCN(C(=O)CNC(=O)c2ccc(N3CCCC3=O)cc2)CC1)Nc1ccccc1Cl	-5.6%	0.2%	0.9%
Cc1cccc(N2CCN(CC(=O)N(C3CCCC3)C3CCS(=O)(=O)C3)CC2)c1C (stereo not given)	-13.1%	2.5%	4.4%
Cc1c(C(=O)N(Cc2nnc(-c3ccccc3Cl)o2)C2CC2)oc2ccccc12	11.1%	7.7%	1.5%
CCOC(=O)[C@H]1[C@H]2COc3ccc(OC)cc3[C@@H]2N2C(=O)CN(C)C(=O)[C@@]12C	3.8%	0.5%	9.9%
C[C@]1(CC/C(=C/CO)CO)[C@H](CO)CC[C@@]23COC(=O)C2=CCC[C@@H]31	-0.7%	0.7%	8.3%
COc1ccc(CCNC(=O)COC(=O)c2sc(C)nc2C)cc1	0.7%	1.3%	4.0%
CC(=O)OC/C=C(\C)CCC=C(C)C	2.8%	-0.5%	-0.9%
New compounds follow
SMILES	Dengue-2 NS5 capping	RSV CPE inhibition	MgcRacGAP inhibition
Cc1ccc(S(=O)(=O)N2CCOCC2)cc1NC(=O)CN1CCN(C)CC1	-5.4%	0.1%	4.0%
CCOC(=O)c1ccc(COC(=O)c2ccc(-c3nnc(-c4ccccc4)o3)cc2)o1	0.0%	1.1%	6.5%
O=S(=O)(c1ccc(Br)s1)N1CCN(CCOc2ccccc2)CC1	5.2%	0.4%	5.8%
Cc1ccc(C(=O)N2CCN(S(=O)(=O)c3sc(C(=O)O)c(C)c3C(=O)O)CC2)s1	-4.4%	1.7%	2.1%
CC(=O)c1ccc(OCCCC(=O)OCC(=O)Nc2c(C)nn(-c3ccccc3)c2C)cc1	-3.7%	1.9%	4.3%
COc1ccc(CCNC(=O)c2cccc(S(=O)(=O)N3CCc4ccccc4C3)c2)cc1	-2.6%	5.4%	4.8%
C/C(=N\NC(=O)c1cc(C)nc2ccccc12)c1ccccn1	-2.3%	-1.5%	5.4%
O=C(Nc1ccc(N2CCOCC2)cc1)c1ccc(Cl)cc1N1CCCC1=O	-5.2%	0.9%	9.8%
Cc1ccc(CNC(=O)c2ccc(Cl)c(S(=O)(=O)N3CCCCC3)c2)cc1	2.6%	1.7%	4.6%
COc1cccc(NC(=O)/C=C/c2ccc(S(=O)(=O)N3CCOCC3)cc2)c1	-8.3%	3.0%	0.6%
Cc1ccc(F)cc1NC(=O)COC(=O)c1ccc2ncsc2c1	-2.6%	1.4%	3.0%
CCc1noc(C)c1C(=O)N1CCN(S(=O)(=O)c2ccccc2C(F)(F)F)CC1	-5.8%	0.4%	5.5%
Cc1nn(-c2ccc(F)cc2)c(Cl)c1C(=O)NCC1CCCO1 (stereo not given)	-7.3%	0.7%	4.0%
CC(=O)c1c(C)[nH]c(C(=O)COC(=O)c2ccc(Cl)nc2)c1C	1.1%	13.6%	8.9%
NC(=O)c1ccc(-c2nnn(CC(=O)Nc3cccc(S(=O)(=O)N4CCCC4)c3)n2)cc1	0.7%	1.4%	4.2%
Cc1ccc(C)c(S(=O)(=O)N2CCN(C(=O)/C=C/c3ccco3)CC2)c1	-7.6%	1.2%	16.5%
COc1ccc(NS(=O)(=O)c2cccc(C(=O)N3CCCCCCC3)c2)cc1	1.5%	1.1%	4.7%
O=C(COC(=O)c1ccc(S(=O)(=O)N2CCCC2)cc1)Nc1ccccc1	-2.2%	1.5%	5.3%
C/C(=N\O)C(C)/[N+]([O-])=C/c1nc(C)c(C)n1O (stereo not given)	-2.7%	2.0%	5.7%
O=C(COc1cc(F)ccc1[N+](=O)[O-])Nc1cccc(S(=O)(=O)NC2=NCCC2)c1	-7.8%	-0.9%	2.6%
O=C(CN1CC(=O)Oc2ccccc21)OCC(=O)c1ccc(Br)cc1	0.8%	0.1%	-12.5%
Cc1c(NC(=O)COc2cccc(F)c2)c(=O)n(-c2ccccc2)n1C	2.2%	1.7%	0.7%
Cc1ccc2c(c1)C1CN(C)CCC1N2S(=O)(=O)c1ccccc1F (stereo not given)	-4.0%	1.2%	6.9%
Cc1occc1-c1nnc(SCC(=O)N2CCCCC2C)o1 (stereo not given)	-7.4%	1.1%	7.5%
CCc1cc(C(=O)NCC(c2ccco2)N2CCCCC2)sc1C (stereo not given)	-0.7%	-0.8%	5.3%
Additional entries follow:
SMILES	Dengue-2 NS5 capping	RSV CPE inhibition	MgcRacGAP inhibition
CCOC(=O)c1c(C)[nH]c(C(=O)OCC(=O)Nc2ccc(Cl)cn2)c1C	-0.7%	1.1%	-2.3%
O=C(NC1CCCCCC1)C1CCN(S(=O)(=O)c2c(Cl)cccc2Cl)CC1	-8.3%	-0.8%	6.4%
NC(=O)COc1ccc(/C=C2\C(=O)ON=C2c2ccccc2)cc1	67.7µM*	0.3%	15.8%
CCOc1ccc(-n2c(SC(C)C(=O)OC)nc3c(c2=O)SCC3)cc1 (stereo not given)	-0.7%	-1.1%	15.2%
O=C(COc1ccc(Cl)cc1Cl)N(C1CCCCC1)C1CCS(=O)(=O)C1 (stereo not given)	-3.0%	1.2%	2.0%
CC1CCN(C(=O)C(C)OC(=O)CSc2ccc([N+](=O)[O-])cc2)CC1 (stereo not given)	1.9%	-0.4%	6.2%
O=C(COC(=O)c1ccc(O)cc1O)Nc1cccc2ccccc12	-3.6%	1.6%	4.4%
CCCC(NC(=O)C(C)Sc1nnnn1C1CC1)c1ccccc1 (stereo not given)	7.7%	-0.4%	1.0%
CCOc1ccccc1OCCCC(=O)N1CCN(S(=O)(=O)c2ccc(C)cc2C)CC1	-1.9%	8.7%	6.6%
NC(=O)C1CCN(c2nc(-c3ccc(F)cc3)cs2)CC1	-1.4%	1.0%	9.5%
CCN(C(=O)COC(=O)C1=COCCO1)c1ccccc1	-4.3%	0.7%	-7.2%
CC1CCCCC1NC(=O)COC(=O)c1ccc2c(c1)OCCO2 (stereo not given)	-0.7%	1.5%	2.1%
CCn1c(SCc2cc(=O)[nH]c3ccccc23)nc2c1c(=O)n(C)c(=O)n2C	-7.0%	0.9%	0.0%
C=CCSc1nnc(NC(=O)CCN2C(=O)C3CC=CCC3C2=O)s1 (stereo not given)	-0.4%	0.4%	4.8%
CC(=O)c1c(C)[nH]c(C(=O)OCC(=O)N2CCc3ccccc3C2)c1C	-8.1%	-0.9%	9.0%
O=C(NCc1ccccc1CN1CCCC1)c1cc2cc(Cl)ccc2o1	-5.8%	0.4%	4.2%
COC(=O)c1sccc1NC(=O)C12CC3CC(CC(C3)C1)C2	-1.6%	2.3%	5.0%
CCOc1ccc(C(=O)COC(=O)Cn2cnc3c2c(=O)n(C)c(=O)n3C)cc1	-0.8%	1.4%	3.1%
COc1ccccc1NS(=O)(=O)c1cccc(NC(=O)CCNC(=O)c2ccccc2OC)c1	4.6%	0.0%	9.7%
COC(=O)N[C@@H]1C[C@H]2[C@@H]3CC[C@H]4C[C@@H](OC)CC[C@]4(C)[C@H]3CC[C@]12C	-4.8%	-1.0%	5.7%
CC(C)(CN1CCNCC1)NS(=O)(=O)c1ccc(Cl)cc1	1.9%	-0.4%	2.2%
CCN(CC)S(=O)(=O)c1cccc(NC(=O)c2cccc(S(=O)(=O)N3CCCC3)c2)c1	-14.6%	8.4%	2.5%
CSCCC(NC(=O)COc1ccccc1)C(=O)N1CCOCC1 (stereo not given)	10.1%	0.0%	5.1%
Cc1ccc(CN(C)C(=O)CSc2nnc3n2CCCCC3)c(C)c1	-2.2%	0.9%	-1.9%
COc1ccc(C(=O)NC2CCC(O)CC2)cc1S(=O)(=O)NCc1ccc(Cl)cc1 (stereo not given)	-12.8%	2.0%	-8.6%
(continued)
SMILES	Dengue-2 NS5 capping	RSV CPE inhibition	MgcRacGAP inhibition
COc1ccc(OC)c(-c2csc(NC(=O)COC(=O)C3CCC3)n2)c1	0.7%	0.3%	12.0%
CC(=O)NC(C)c1cc(Cl)c2cccnc2c1O (stereo not given)	5.6%	-1.0%	4.2%
CCOc1ccc(NC(=O)CN(C)C(=O)c2c(-c3ccccc3)noc2C)cc1OCC	-2.3%	2.1%	-46.5%
CCOC(=O)[C@H]1[C@H]2COc3cc(OC)ccc3[C@@H]2N2C(=O)CN(Cc3ccccc3)C(=O)[C@@]12C	6.6%	1.2%	12.4%
O=C(COC(=O)c1ccc(S(=O)(=O)N2CCCCCC2)cc1)NCc1ccc(Cl)cc1	-0.7%	1.4%	3.6%
COc1cc(OC)cc(-c2c(C#Cc3ccsc3)c3cc(-c4ccc5cc[nH]c5c4)ccc3n2C)c1	-4.8%	3.2%	6.0%
O=C(CCS(=O)(=O)c1ccccc1)Nc1ccc(N2CCN(Cc3ccccc3)CC2)cc1	-10.1%	1.1%	7.6%
O=C(COc1ccccc1F)Nc1ccc(S(=O)(=O)N2CCCC2)cc1	5.6%	1.4%	-3.3%
Cc1ccc(S(=O)(=O)N2CCN(C(=O)Cn3c(=O)cnc4ccccc43)CC2)cc1	0.0%	2.1%	14.4%
Cc1ccc(S(=O)(=O)NC(Cc2c[nH]c3ccccc23)C(=O)O)cc1 (stereo not given)	-9.4%	-0.3%	3.6%
COc1cccc(NC(=O)CN(C)C(C)C(=O)N2CCCC2)c1 (stereo not given)	-6.5%	1.8%	11.4%
N#Cc1ccc(OCC(=O)Nc2nc(-c3ccncc3)cs2)cc1	-4.5%	0.2%	-1.4%
CCc1c(C2(O)CCCCC2)[nH]c2ncccc12	-4.2%	0.0%	10.9%
CCOc1ncccc1C(=O)OCCCC(=O)c1ccc(Br)cc1	-7.4%	1.7%	2.1%
O=C(Nc1ccccc1C(=O)Nc1ccc(Br)cn1)c1ccccc1Cl	-3.9%	1.9%	4.5%
CCOC(=O)C1CCN(C(=O)c2cc(-c3ccncc3)nc3ccccc23)CC1	-4.4%	0.6%	6.1%
CNC(=O)NC(=O)CSc1ccc(S(=O)(=O)N2CCOCC2)cn1	3.0%	0.6%	6.7%
C[C@]12CCC[C@H](O1)[C@H]([C@@H](O)c1ccccc1)O2	-1.7%	0.0%	-5.3%
COc1cccc(/C=C/C(=O)OCC(=O)NCCNC(=O)COC(=O)/C=C/c2cccc(OC)c2)c1	1.8%	0.5%	-0.3%
CCOc1ccccc1-n1c(SC(C)C(=O)NCC2CCCO2)nc2ccccc2c1=O (stereo not given)	-3.7%	0.2%	4.6%

Some of these compounds in order of number of heavy atoms, rising:
SMILES	Dengue-2 NS5 capping	RSV CPE inhibition	MgcRacGAP inhibition
C[C@]12CCC[C@H](O1)[C@H]([C@@H](O)c1ccccc1)O2	-1.7%	0.0%	-5.3%
CCc1c(C2(O)CCCCC2)[nH]c2ncccc12	-4.2%	0.0%	10.9%
N#Cc1ccc(OCC(=O)Nc2nc(-c3ccncc3)cs2)cc1	-4.5%	0.2%	-1.4%
Cc1ccc(S(=O)(=O)NC(Cc2c[nH]c3ccccc23)C(=O)O)cc1 (stereo not given)	-9.4%	-0.3%	3.6%
O=C(Nc1ccccc1C(=O)Nc1ccc(Br)cn1)c1ccccc1Cl	-3.9%	1.9%	4.5%
CCOc1ccc(NC(=O)CN(C)C(=O)c2c(-c3ccccc3)noc2C)cc1OCC	-2.3%	2.1%	-46.5%
COc1cc(OC)cc(-c2c(C#Cc3ccsc3)c3cc(-c4ccc5cc[nH]c5c4)ccc3n2C)c1	-4.8%	3.2%	6.0%

Compound activity from PubChem BioAssay.

The list is partial; rates above refer to the full screens.
